# GSTO1 counter: blocks human GSTO1 in RBBP9 counter-screen; P78417; recombinant GSTO1, activity-based probe fluorescence polarization; inhibition, % at 5.96 µM; 300,000 compounds, 1.1% hits; AID 1974;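 active = inhibition above the campaign mean inhibition plus 3 SD, cut at about 35% in these data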;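 note: 0% = GSTO1-1 with DMSO and 100% = wells lacking GSTO1-1 enzyme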
# Target sequence (P78417 whole entry, looked up): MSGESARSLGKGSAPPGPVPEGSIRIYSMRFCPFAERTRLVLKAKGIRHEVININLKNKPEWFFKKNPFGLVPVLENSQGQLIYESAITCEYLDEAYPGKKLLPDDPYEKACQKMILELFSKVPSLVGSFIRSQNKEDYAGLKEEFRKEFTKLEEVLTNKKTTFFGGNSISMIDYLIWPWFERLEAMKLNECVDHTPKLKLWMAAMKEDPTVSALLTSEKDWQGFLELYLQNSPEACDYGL
# MCL1 BIM primary: disrupts human MCL1 binding to BIM-BH3 peptide; GST-MCL1 / FITC-Bim-BH3 fluorescence polarization; AID 2057; inhibition, % at 10.9 µM; Q07820; 320,000 compounds, 0.68% hits;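 active = inhibition above the mean inhibition of all tested compounds plus 3 SD, set per campaign, cut at about 40% in these data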;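 note: 0% = DMSO wells and 100% = unlabeled Bim-BH3 peptide control; higher means more loss of mP so more displacement of Bim peptide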
# TPT1 inh: C. albicans TPT1 enzyme inhibition; inhibition, % at 5 µM; recombinant caTPT1, FP RNA substrate dephosphorylation; 300,000 compounds, 0.81% hits;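 active = inhibition above the mean of all tested compounds plus 3 SD, set per screening campaign, cut at about 24% in these data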;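 note: plate controls were DMSO alone for no effect and ferristatin control at 100 nM for full effect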
# MEX-5 binding: C. elegans MEX-5 TCR-2 RNA binding activity | MEX-5/FITC-TCR2 RNA binding, fluorescence polarization; hits give low values | activity score (negative = inhibition of binding), % at 10 µM | 300,000 compounds, 0.38% hits;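 active = inhibition past about -25% in most replicates, and total fluorescence under double the plate's negative control median, limit read from the data; inconclusive = replicates evenly split on the limit, or fluorescence at least double controls; inactive = too little inhibition in most replicates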;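 note: 0% = DMSO and -100% = 5 µM competing unlabeled TCR2 RNA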
# Fam108B counter: counter-screen for RBBP9 inhibitors: inhibitors of mouse Fam108B | inhibition, % at 9.51 µM | recombinant Fam108B, FP-Rh probe fluorescence polarization | AID 1947 | 300,000 compounds, 0.33% hits;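 active = inhibition above the screen mean inhibition plus 3 SD, computed separately per campaign, cut at about 18% in these data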;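 note: inhibitors lower polarization as less probe binds the enzyme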
# PAD4 FP inh: blocks human protein arginine deiminase 4; Q9UM07; recombinant PAD4, RCA probe fluorescence polarization; inhibition, % at 6.36 µM; 330,000 compounds, 0.41% hits;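 active = percent inhibition above a cutoff equal to the mean of all tested compounds plus 3 SD, cut at about 15% in these data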;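 note: 0% = PAD4 with RCA probe and DMSO and 100% = probe without PAD4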
# GLD-1 RNA inh: GLD-1-TGE RNA interaction inhibition (C. elegans). Q17339. purified GLD-1 + fluorescein TGE RNA, fluorescence polarization. inhibition, % at 5.96 µM. 320,000 compounds, 0.44% hits. AID 2280;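 active = percent inhibition above a per-plate cutoff, the plate mean of test compounds plus 3 SD, cut at about 30% in these data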;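 note: 0% = DMSO wells with GLD-1 and probe and 100% = wells lacking GLD-1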
# PME-1 primary: PME-1 (human) inhibition; inhibition, % at 5.9 µM; 320,000 compounds, 0.53% hits; AID 2130; recombinant PME-1, FP-Rh probe fluorescence polarization; Q9Y570;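 active = inhibition above the campaign mean of all compounds plus 3 SD, cut at about 26% in these data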;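 note: competitive labeling of PME-1 active site by serine hydrolase directed probe; 0% = PME-1 with DMSO and 100% = wells lacking PME-1 enzyme; inhibitors block probe labeling so polarization falls and inhibition rises; many of its hits are not listed in these tables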
# Target sequence (Q9Y570 whole entry, looked up): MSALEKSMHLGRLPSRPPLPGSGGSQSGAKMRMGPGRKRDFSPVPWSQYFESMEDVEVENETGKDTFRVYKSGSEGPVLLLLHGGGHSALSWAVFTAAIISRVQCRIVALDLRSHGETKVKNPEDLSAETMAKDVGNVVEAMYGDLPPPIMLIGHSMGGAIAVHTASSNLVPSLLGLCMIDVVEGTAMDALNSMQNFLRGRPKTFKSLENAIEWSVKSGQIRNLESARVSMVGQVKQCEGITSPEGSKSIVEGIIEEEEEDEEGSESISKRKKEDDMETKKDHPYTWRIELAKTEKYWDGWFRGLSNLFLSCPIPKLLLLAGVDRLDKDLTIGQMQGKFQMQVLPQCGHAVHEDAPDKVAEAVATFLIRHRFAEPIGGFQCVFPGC
# BCLXL inh: inhibitors of human Bcl-xL; Q07817; GST-Bcl-xL / FITC-Bim BH3 peptide fluorescence polarization; inhibition, % at 10.9 µM; 320,000 compounds, 0.7% hits; AID 2129;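 active = inhibition above the mean of all tested compounds plus 3 SD, cutoff set per campaign, cut at about 30% in these data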;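 note: 0% = DMSO wells and 100% = unlabeled Bim-BH3 peptide competitor; inhibitors lower millipolarization by displacing the labeled peptide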
# Target sequence (Q07817 whole entry, looked up): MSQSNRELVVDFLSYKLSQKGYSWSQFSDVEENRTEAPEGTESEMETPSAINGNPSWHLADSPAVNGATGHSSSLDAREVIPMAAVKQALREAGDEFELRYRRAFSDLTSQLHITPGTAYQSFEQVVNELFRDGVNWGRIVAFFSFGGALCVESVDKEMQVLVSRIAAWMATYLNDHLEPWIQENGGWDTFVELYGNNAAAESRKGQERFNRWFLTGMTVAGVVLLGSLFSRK
# * hit, by the source's call; ? = inconclusive; . = not tested or not shown. Some of the compounds tested (hit frequency here may not be typical).
SMILES	Fam108B counter	MCL1 BIM primary	GLD-1 RNA inh	BCLXL inh	MEX-5 binding	PAD4 FP inh	TPT1 inh	PME-1 primary	GSTO1 counter
O=C1C2CCCN2C(=O)N1CCCN1CCN(c2cccc(Br)c2)CC1 (configuration not stated)	1	-6	10	1	-1.2	-2	3	-2	1
CCOC(=O)c1nn(-c2c(C)n(C)n(-c3ccccc3)c2=O)cc1O	0	-2	-2	-2	-2.6	4	-5	1	4
Cc1ccc(/C=N/N=C2\SCC(=O)N2CC2CC2)cc1	-1	-3	1	-1	0.2	3	-2	-1	1
CC(C)n1cc(/C=C2/SC(=O)N(CC(=O)N3CCCC3)C2=O)c2ccccc21	-4	-6	3	1	1.2	-1	2	2	2
COc1cccc2cc(/C(C)=N/NC(=O)c3ccco3)oc12	2	3	-1	0	2.2	-2	2	6	9
O=C(O)CSc1c(-c2cccs2)[nH]c2ccccc12	-6	13	1	12	2.0	-4	1	-6	9
COCn1c(=O)c2c(nc(SC3=NCCS3)n2Cc2ccccc2C)n(COC)c1=O	0	7	0	4	-0.2	-8	0	10	-3
CCc1c(C)nc(SCc2cccnc2)[nH]c1=O	1	-3	8	1	2.6	0	-4	0	4
O=C(N/N=C/C1C(c2ccccc2)C1(Cl)Cl)c1cccc(Br)c1 (configuration not stated)	-18	11	10	3	-0.3	3	0	-28	3
O=C(NCc1nnnn1-c1ccc(F)c(F)c1)c1cc2ccccc2o1	-3	10	3	8	-0.3	-1	1	3	3
Cc1cnc(C(=O)Nc2ccc(C(C)C)cc2)cn1	1	6	-6	2	-0.4	-2	-1	-7	9
O=C(O)CN(Cc1ccccc1)S(=O)(=O)c1ccc(F)cc1	0	5	0	4	1.2	-6	-3	2	-4
Cc1ccccc1-c1coc2cc(O)ccc2c1=O	-2	5	4	7	.	-9	9	-11	4
COc1ccc(/C=C/C(=O)Nc2sc(Cc3ccccc3)c(C)c2C(N)=O)cc1	2	0	8	-2	-5.5	-2	-2	3	2
CC(=O)OCCN(Cc1ccccc1)Cc1ccc2c(c1)OCO2	2	3	-2	2	1.3	-5	-4	3	10
CCCc1cc(=O)oc2cc(OCC(=O)NCCCn3ccnc3)ccc12	1	6	-4	10	4.6	1	-2	-7	12
Nc1nc(SCC(=O)NNc2c(Cl)cc(Cl)cc2Cl)n[nH]1	1	8	6	11	-2.1	-1	-1	1	5
COc1ccc([N+](=O)[O-])cc1NC(=O)C(C)OC(=O)c1cccnc1Cl (configuration not stated)	-1	-4	0	2	-3.2	-2	1	2	-6
CCc1nnc(NC(=O)CC(C)c2ccccc2)s1 (configuration not stated)	-1	-6	3	6	2.9	-3	2	-3	8
COCCCNC(=O)CCCn1c(=O)c2ccccc2n(CC(=O)Nc2c(C)cc(C)cc2C)c1=O	-2	1	0	5	-2.5	-3	-1	-9	-2
Cc1ccc(C(=O)OCC(=O)Nc2ccccc2Sc2ccccc2)cc1C	-3	-10	2	4	1.6	-4	-3	10	0
O=C1CC(=O)N(CCc2ccc(F)cc2)C(=O)N1	-1	-12	-22	-31	9.8	-10	39*	-1	16
CCOc1ccc(C(=O)Nc2ccc(-c3nc4ccccc4[nH]3)cc2)cc1[N+](=O)[O-]	-22	-2	-2	0	1.7	1	-3	-15	2
CCn1cnc2cc([N+](=O)[O-])ccc21	8	1	4	7	.	-7	-2	0	10
CCOC(=O)c1sc(NC(=O)C(C)C)c(C#N)c1C	6	7	2	12	0.1	-1	-1	-1	8
CC1(C)NC(=O)N(CC(=O)O)C1=O	0	2	1	1	0.4	2	2	-9	1
O=C(N/N=C/c1cc([N+](=O)[O-])ccc1O)c1cc(-c2ccccc2)nc2ccccc12	1	8	8	0	0.9	-1	3	5	-4
CCOc1ccc(CCNC(=O)COC(=O)Cn2nc(C)c([N+](=O)[O-])c2C)cc1OCC	3	4	-4	7	0.1	0	-3	2	-4
Nc1nc(NC(=O)/C=C/c2ccc(F)cc2)nn1-c1ccccc1	1	3	-7	-3	.	-3	-1	5	-6
Cc1c(C(=O)NC(C)C)oc2c1-c1[nH]ncc1CC2	0	7	7	10	-2.1	-12	1	1	3
CC(c1ccco1)N(C(=O)C12CC3CC(CC(C)(C3)C1)C2)c1ccccn1 (configuration not stated)	6	0	-2	2	-0.1	0	0	-2	6
COC(=O)COc1ccc(C(=O)OC)cc1	4	1	-2	9	0.6	-1	2	-4	1
COc1ccc(OCC(O)COc2ccc(C(=O)O)cc2)cc1 (configuration not stated)	-1	2	5	5	2.1	-4	2	-1	5
O=c1cc(O)c2c(=O)[nH]c(=O)n(-c3ccccc3)c2[nH]1	1	3	5	1	-2.7	1	-3	-6	12
O=C(COC(=O)c1ccccn1)Nc1nccs1	-2	6	1	5	0.7	-4	-5	1	-2
COc1ccccc1CNC(=O)CN1C(=O)NC2(CCCc3ccccc32)C1=O (configuration not stated)	.	1	-1	3	.	5	.	-6	.
CN1CCN(NC(=O)c2ccc(Br)s2)CC1	-2	7	1	5	-0.5	-1	-1	-4	3
CCOC(=O)c1[nH]c2ccc(OCC)cc2c1NC(=O)CN1CCC2(CC1)OCCO2	4	-3	6	7	-3.3	-1	-3	2	5
COc1cc(/C=N/NC(=O)c2cc(C)oc2C)cc(OC)c1OC	0	6	3	3	2.0	-1	5	5	-6
COc1cc(/C=N/NC(=O)CSc2ccccn2)ccc1O	6	6	-3	3	2.0	-2	-2	-3	7
Cc1cc(Cl)ccc1NC(=O)CSc1nnc(-c2ccncc2)n1Cc1ccco1	-2	-4	-1	-4	0.7	0	9	-3	-3
C=CCc1cccc2ccc(=O)oc12	2	2	1	3	0.0	-2	-1	0	0
CCOC(=O)C1=NN(C(=O)Cc2ccccc2)C(O)(c2ccc(Cl)cc2)C1 (configuration not stated)	0	0	-1	-1	0.1	5	1	4	3
O=C(Nc1nc2n(n1)C(c1ccccc1)CC(c1ccc(Cl)cc1)N2)c1ccco1 (configuration not stated)	0	16	4	13	-0.8	-1	0	-2	-12
CC(=O)N(Cc1ccco1)Cc1cc2cccc(C)c2n2nnnc12	5	4	0	-1	-0.4	-1	-1	-2	4
COc1ccc(C(=O)Nc2ccc(OCC(F)(F)C(F)F)c(C(F)(F)F)c2)cc1OC	-41	-4	9	3	-0.8	0	-4	-56	-21
CCOc1ccc(CCNC(=O)c2cc(-c3ccccc3)c(N3CCOCC3)s2)cc1OCC	7	1	6	3	3.4	-5	1	-8	-1
COc1cc(/C=C2\SC(=S)N(C(C(=O)O)c3ccccc3)C2=O)ccc1O (configuration not stated)	-139	0	-51	-2	?	-43	27*	-218	-177
CC(=O)N1CCOc2ccc(S(=O)(=O)NC(C)c3ccccc3)cc21 (configuration not stated)	6	1	5	6	-0.7	-4	-1	2	-8
COc1cccc(/C=N/NC(=O)CNC(=O)c2ccc3c(c2)OCCO3)c1O	-2	3	2	3	-3.9	-1	-6	-3	-5
Cc1ccc(NC(=O)COC(=O)CC2CCCC2)cc1Cl	1	-7	5	2	2.0	-3	0	-4	5
CCC(=O)Nc1ccc(Cl)c(NC(=O)c2c(OC)cccc2OC)c1	0	2	4	4	0.6	-5	-1	-2	2
O=C(CN(Cc1ccco1)C(=O)CCC(=O)Nc1nccs1)NCc1ccccc1	-3	1	7	-4	-0.9	-4	1	-1	-1
CCC(Oc1ccccc1)C(=O)Nc1ccccc1N1CCCCC1 (configuration not stated)	1	-4	1	0	2.4	-2	2	-4	-6
CCCCCC(=O)Nc1nc(C)c(-c2csc(Nc3ccccc3OCC)n2)s1	0	-8	-8	-1	-1.2	-4	10	4	-9
CN1C(=O)/C(=C/c2ccccc2OCc2ccccc2)NC1=S	-4	5	9	-2	-0.5	-6	3	9	-2

# Further structures follow:
SMILES	Fam108B counter	MCL1 BIM primary	GLD-1 RNA inh	BCLXL inh	MEX-5 binding	PAD4 FP inh	TPT1 inh	PME-1 primary	GSTO1 counter
Cc1cccc(CC(=O)NCCn2c(C)cc3ccccc32)c1	1	-1	5	1	0.5	4	-3	-1	4
COc1ccc(OCC(=O)N2CCN(C(=O)c3ccc([N+](=O)[O-])cc3)CC2)cc1	2	-7	-2	0	1.6	-6	-3	-3	-2
C=CC(=O)NCC1OCCc2ccccc21 (configuration not stated)	6	-4	2	1	1.3	-2	-3	-1	6
CC1CCN(C(=O)COC(=O)c2cc(Cl)c3c(c2)OCO3)CC1	.	-11	6	-4	.	1	.	-1	.
COc1cccc(NC(=O)NCCCN2CCN(c3ccc(F)cc3)CC2)c1	0	6	-13	0	0.1	-7	-2	-7	6
CCN(CC)S(=O)(=O)c1ccc(NC(=O)CN(c2cccc(F)c2)S(C)(=O)=O)cc1	-2	4	1	-3	1.3	-7	1	2	-6
Cc1ccc(/C=C/c2nc3ccccc3c(=O)n2CCc2ccccc2)cc1	0	-4	1	4	-1.5	2	-2	2	4
Cc1ccc(S(=O)(=O)Oc2ccc(/C=N/NC(=O)c3ccncc3)cc2)cc1	-7	-2	1	0	-0.7	-5	2	3	-4
CCN(CC)CCCNC(=O)CN1N=C(c2ccc(OC)cc2)CCC1=O	-2	-4	1	1	1.1	-2	-2	-7	4
CCOc1ccccc1NC(=O)c1ccc(NC(=O)C2CCCO2)cc1 (configuration not stated)	3	7	-2	5	0.5	0	-1	-4	2
Cc1ccc(NC(=O)c2nc(S(=O)(=O)Cc3ccccc3C)ncc2Cl)cc1C	-7	19	4	6	1.7	0	-2	-18	-21
O=C(COc1cccnc1[N+](=O)[O-])NCc1ccc2c(c1)OCO2	6	-1	1	0	1.9	-3	3	0	7
O=C(c1cc2cc3ccc(Cl)cc3nc2o1)N1CCCCCC1	-2	5	4	5	2.1	1	2	2	-9
O=C(CSc1nnnn1-c1ccccc1)N1CCN(C(=O)c2ccco2)CC1	-4	-7	4	0	0.3	-8	-5	1	8
Cc1ccc(-c2[nH]c(=O)n3ccncc23)s1	0	57*	28	58*	-7.7	-3	-22	4	0
COc1ccc(/C(C)=N/OCC(=O)N2CC3(C)CC2CC(C)(C)C3)cc1 (configuration not stated)	-3	4	6	5	-0.6	0	0	5	5
CN(CC(=O)Nc1cccc(F)c1)C(=O)c1cccc(S(=O)(=O)N2CCN(c3ccccc3)CC2)c1	2	-1	-1	5	-1.5	2	-1	5	-4
CC1=CC(c2ccccc2)n2nc(NC(=O)CCC(=O)O)nc2N1 (configuration not stated)	-2	0	7	2	-0.3	-3	-1	-3	-2
COc1ccc(Cc2nnc(NC(=O)CS(=O)(=O)Cc3ccccc3)s2)cc1	2	9	5	10	-8.5	-1	1	-6	-6
Cc1ccccc1CN1C(=O)C(O)(CC(=O)c2ccncc2)c2ccccc21 (configuration not stated)	-3	8	5	6	1.5	2	-4	-2	5
CC(C)(C)c1nnc(NC(=O)CCn2cnc3ccccc3c2=O)s1	0	0	-3	0	1.6	0	-1	1	18
COc1ccc(CCNc2oc(COc3ccc(F)cc3)nc2C#N)cc1	-3	-2	6	-2	.	-3	0	7	-9
O=C(c1ccccc1)c1c(O)nc(-c2ccccc2)n(-c2ccccc2)c1=O	-4	-2	1	-1	2.3	-6	-6	-4	-2

# Bioassay records as filed in PubChem.
